# Myeloid diff MLP = induction of myeloid progenitor differentiation, primary screen, cell-based, flow cytometry, MLPCN library; ER-HoxA9 myeloid progenitors, lysozyme-GFP differentiation; calls only at 10 µM; 360,000 compounds, 1% hits;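 active = normalized GFP-positive differentiation at or above the plate's own cutoff, the solvent-only control mean plus 3 SD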;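 note: cells exposed to compound for four days before flow analysis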
# TNAP activation fold = human TNAP enzyme activators, primary screen, biochemical, luminescent, no phosphate acceptor, uHTS (AID 1001). Alkaline phosphatase, tissue-nonspecific isozyme (Homo sapiens). purified TNAP, luminescent activation assay, no phosphate acceptor; higher activation fold means a stronger effect. activation fold at 20 µM, or EC50 in µM where a hit was titrated. 200,000 compounds, 0.03% hits; in the data active = activation fold from about 3, or a potency from the dose series; inactive = the rest, 99 in 100 with activation fold below about 1.6; note: many of its hits are not listed in these tables
# K1F lysis inhibition = inhibition of K1F phage lysis, E. coli UTI89, bacterial capsule biogenesis inhibitors, alamar blue (AID 488966); E. coli UTI89 K1F phage lysis, alamar blue, 2 h; higher % means a stronger effect; 340,000 compounds, 0.02% hits; inhibition, % at 100 µM, or IC50 in µM where a hit was titrated;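 active = phage lysis inhibition, versus mean bacterial control, above a set limit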;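 note: capsule biogenesis inhibitors block K1F phage lysis so surviving cells raise fluorescence; higher fluorescence means more inhibition of phage lysis; actives were called in the ten point dose series up to 300 µM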
# T cell modulator = modulators of CD8 T cell-vesicle binding, primary screen, mouse 2C CD8+ T cells, flow cytometry; 330,000 compounds, 0.068% hits; 2C CD8+ T cell-vesicle binding; stronger effect = lower value; calls only at 7 µM;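 active = response, share of CD8 T cells binding vesicles, and their 90th percentile fluorescence all below set limits, cut at about 80% in these data, passing the limit was not always enough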
#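 Incubation: binding step 1.5 h, 37 °C, antibody labelling 20 min, ice; system: murine 2C transgenic CD8+ T lymphocytes; technique: cytometric PE anti-B7-1 and Alexa647 anti-CD8 signals after 1% paraformaldehyde fixation; also added: QL9-charged Drosophila Ld/ICAM-1/B7-1 vesicles; control set: naked versus QL9-loaded vesicles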
# Rac1 GTP hydrolysis = MgcRacGAP GTPase-activating activity inhibitors, confirmation, biochemical, ADP Hunter fluorescence; Rac GTPase-activating protein 1 (Homo sapiens); MgcRacGAP-stimulated Rac1 GTP hydrolysis, ADP Hunter fluorescence; higher % means a stronger effect; GST-tagged Rac1 F28L mutant substrate; one-dose inhibition, % at 30 µM; IC50 in µM for titrated hits; 340,000 compounds, 0.6% hits;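 active = first-screen hits whose inhibition reached a set limit at any dose in the follow-up dose series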;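 note: fluorescence reports GDP produced by GAP-driven GTP hydrolysis; strong numbers were not always called active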
# Salmonella PhoP GFP = inhibitors of PhoP regulon expression, primary screen, Salmonella Typhimurium, GFP reporter (AID 1863). S. Typhimurium PhoP-regulated promoter GFP reporter, 4 h; higher % means a stronger effect. one-dose inhibition, % at 50 µM; IC50 in µM for titrated hits. 300,000 compounds, 0.16% hits;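 active = inhibition over 29.93%, a cutoff 3 SD above the screen mean, later confirmed by dose response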;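 note: 0% = low Mg2+ inducing control and 100% = high Mg2+ repressing control; strong numbers were not always called active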
# RSV antiviral HEp-2 = RSV antiviral activity via CPE protection, HEp-2 cells, primary 10 µM value included (AID 2391); CPE inhibition, % at 10 µM, or IC50 in µM where a hit was titrated; 310,000 compounds, 0.13% hits; HEp-2 cells, RSV-induced CPE inhibition; higher % means a stronger effect; in the data active = a potency from the dose series; note: strong numbers were not always called active
# Large T inhibition = SV40 large T antigen inhibitors, biochemical (AID 1903); SV40 large T antigen ATPase/helicase inhibition assay; higher % means a stronger effect; inhibition, % at 20 µM, or IC50 in µM where a hit was titrated; 310,000 compounds, 0.39% hits; in the data active = a potency from the dose series; note: strong numbers were not always called active
# NTR1 ag = agonists of NTR1, primary screen, imaging, U2OS cells, beta-arrestin-GFP, high content (AID 493036) | Neurotensin receptor type 1 (Homo sapiens), P30989 | NTR1-U2OS beta-arrestin-GFP spot imaging, agonist mode | activation, % at 20 µM | 330,000 compounds, 0.17% hits;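 active = activation at or above 40% of the spot to cytoplasm intensity ratio, with at least 20 cells analyzed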;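 note: 0% = DMSO without peptide and 100% = 100 nM NTR1 peptide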
# Target sequence (P30989 whole entry, looked up): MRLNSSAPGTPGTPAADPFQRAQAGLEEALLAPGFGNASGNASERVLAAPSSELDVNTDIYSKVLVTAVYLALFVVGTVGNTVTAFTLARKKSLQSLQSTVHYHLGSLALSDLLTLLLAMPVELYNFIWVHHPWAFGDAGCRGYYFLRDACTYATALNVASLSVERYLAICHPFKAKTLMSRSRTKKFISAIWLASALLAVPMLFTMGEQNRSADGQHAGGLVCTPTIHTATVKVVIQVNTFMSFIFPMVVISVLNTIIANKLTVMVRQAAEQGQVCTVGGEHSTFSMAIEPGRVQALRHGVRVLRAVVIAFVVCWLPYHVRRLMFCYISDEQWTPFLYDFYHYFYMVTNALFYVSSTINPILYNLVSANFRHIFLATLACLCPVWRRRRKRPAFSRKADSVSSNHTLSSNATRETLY
# T cell modulator vesicle-bound % = also measured in T cell modulator; calls as there; double positive events, %; measured here: CD8+ vesicle-bound cell fraction;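 binding gate set so that unloaded-vesicle control wells show 10% double positive cells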
# NTR1 ag cell count 20 µM = further read-out of NTR1 ag, marked with its call; cell count; measured here: cell count, cytotoxicity flag
# Myeloid diff MLP GFP+ MAC1+ % = further read-out of Myeloid diff MLP, marked with its call; GFP+ MAC1+ double positive, %; measured here: differentiation confirmed by MAC1 staining
# Numbers without * were called inactive; i = inactive; nt = not tested or not shown; [ ] = dose if it differs, or a comment.
SMILES,Myeloid diff MLP,Myeloid diff MLP GFP+ MAC1+ %,TNAP activation fold,K1F lysis inhibition,T cell modulator,T cell modulator vesicle-bound %,Rac1 GTP hydrolysis,Salmonella PhoP GFP,RSV antiviral HEp-2,Large T inhibition,NTR1 ag,NTR1 ag cell count 20 µM
COc1ccccc1NC(=O)c1c(C)oc2c1CCCC2,i,0.6,1,-0.4%,i,10,12%,-3%,6.8%,2%,0.4,74
CCC(CC)c1nnc(NS(=O)(=O)Cc2ccccc2)s1,i,0.7,1.1,0.2%,i,40,9%,3%,2.7%,7%,-0.8,61
O=C(CNc1cc(S(=O)(=O)N2CCOCC2)ccc1NCC1CCCO1)Nc1ccc(C(F)(F)F)cc1 (stereo not given),i,0.7,nt,0.4%[50 µM],i,55,2%,-4%,0.8%,7%,1.1,67
CCOc1ccc2nc(COC(=O)c3cccs3)c(C(C)=O)[n+]([O-])c2c1,i,0.5,nt,0.5%,i,18,13%,5%,1.4%,14%,-0.1,50
Cc1cc(SCC(=O)c2cccs2)n2nc(C)c(-c3ccc(Cl)cc3)c2n1,i,0.3,1,2.9%,i,49,-4%,-12%,4.9%,20%,3.2,56
O=c1cc(CSc2ccc(S(=O)(=O)N3CCCCC3)cn2)nc2sccn12,i,1.4,1.3,-0.5%,i,55,4%,0%,2.5%,4%,-0.7,49
C/C(=N\N1C(C)CCCC1C)c1ccccc1O (stereo not given),i,0.6,nt,0.1%,i,47,8%,3%,2.8%,2%,-0.8,81
CCOC(=O)C(NCCc1ccccc1)(NC(=O)CC)C(F)(F)F (stereo not given),i,1.1,1.2,2.0%,i,48,-2%,-23%,2.2%,8%,-0.4,58
COc1ccc(-c2cc(=O)[nH][nH]2)cc1,i,0.2,1.1,-0.3%,i,12,11%,0%,nt,23%,-0.9,46
O=S(=O)(Nc1ncccn1)c1ccc(NC(=S)NCCc2ccccc2)cc1,i,0.3,1.1,0.9%,i,17,4%,0%,-1.0%,4%,-0.2,57
COc1cccc(NC(=O)CN(C)C(=O)CCNC(=O)c2ccccc2Cl)c1,i,0.7,nt,0.8%[50 µM],i,40,7%,nt,0.7%,nt,-1.5,62
COc1cccc(=O)c2c(C)n(CC(=O)c3ccccc3)c(C)c12,i,1.2,0.9,0.0%,i,52,1%,6%,6.6%,5%,2.9,64
COc1ccc(C(=O)c2c(C)oc3cc([N+](=O)[O-])c(O)c([N+](=O)[O-])c23)cc1,i,3.1,0.9,3.3%,i,31,1%,5%,6.5%,13%,1.0,61
CC(=O)NC1N=C(C)N(c2ccccc2)C1=O (stereo not given),i,0.6,1.1,0.3%,i,12,6%,-10%,1.3%,30%,0.1,51
CC(=O)c1cc2c(cc1NC(=O)c1cc(C)nn1-c1ccccc1)OCO2,i,3.5,1.1,-2.6%,i,37,8%,0%,1.2%,-7%,2.9,91
CCOC(=O)COc1ccc(S(=O)(=O)NCC2CCCO2)cc1 (stereo not given),i,6.7,1.1,0.9%,i,29,1%,4%,0.7%,31%,0.1,67
O=C(NC1CCCCC1)c1c(O)nc2sccn2c1=O,i,1.2,nt,-1.2%[50 µM],i,47,4%,4%,-0.1%,8%,0.6,62
Nc1c(C(=O)NCCC2=CCCCC2)sc2ccc(S(=O)(=O)N3CCCCC3)cc12,i,0.1,1,-1.1%,i,61,-10%,-4%,8.1%,5%,3.5,83
COc1cccc(/C=C/C(=O)OCC(=O)Nc2cccc(S(=O)(=O)NC3=NCCCCC3)c2)c1,i,2.0,nt,0.9%[50 µM],i,15,5%,nt,nt,nt,-1.7,69
O=C(CCSc1nnc2scc(-c3ccccc3)n12)Nc1nc(-c2ccccc2)ns1,i,1.0,1.1,0.3%,i,48,7%,8%,9.2%,-6%,7.6,84
COC(=O)c1cn(C(=O)c2ccc(OC)cc2)c2ccccc12,i,3.8,nt,-0.2%,i,60,15%,6%,1.8%,6%,5.3,73
O=C(Nc1ccon1)C1CCN(S(=O)(=O)c2cccs2)CC1,i,3.5,1.1,0.3%,i,46,5%,-5%,3.5%,0%,-0.7,55
CCCNC(=O)C(Cc1ccc(OC)cc1)NC(=O)c1ccc(C#N)cc1 (stereo not given),i,0.5,nt,0.1%,i,23,-3%,nt,0.3%,nt,-2.4,54
CC(=O)c1c(C)[nH]c(C(=O)N(CCc2ccccc2)Cc2ccccc2)c1C,i,0.4,1.1,2.9%,i,37,2%,-5%,7.3%,7%,1.4,87
CC(C)(CN1CCCC1)NS(=O)(=O)c1ccc(Cl)cc1,i,0.7,nt,0.0%,i,10,-2%,6%,-0.3%,-7%,0.3,54
S=c1[nH]nc(CNc2cccc(Cl)c2)o1,i,0.3,1.3,0.3%,i,46,13%,0%,2.1%,10%,1.6,60
CCOc1cc(CNc2ccc3c(c2)CCC3)ccc1O,i,0.6,1.1,0.0%,i,64,10%,2%,0.1%,12%,0.1,104
COCCCn1c(C)nnc1SCC(=O)Nc1cccc(C)c1,i,0.5,nt,0.1%,i,53,6%,-3%,2.5%,10%,-0.5,63
CCC(=O)Nc1nnc(Sc2ccc(N(C)C)cc2)s1,i,0.8,1,0.2%,i,52,10%,1%,-0.4%,10%,-0.3,48
COc1ccc(OC)c(C2CC(=O)c3c([nH]c(C(=O)OCC4CCCO4)c3C)C2)c1 (stereo not given),i,2.1,1.1,-1.2%,i,27,0%,1%,1.3%,9%,-0.5,56
COc1cccc(-c2noc(-c3ccc(Cl)nc3)n2)c1,i,0.8,1,-0.1%,i,42,2%,-2%,1.0%,5%,1.1,83
CCCCNc1c(-c2ccc(OC)c(Sc3ccc(OC)cc3)c2)nc2cnccn12,i,0.0,nt,-1.6%,i,22,9%,nt,nt,nt,17,59
COc1ccc(-n2nc3c(c2NC(=O)C2CCCC2)CS(=O)(=O)C3)cc1,i,3.0,nt,0.2%,i,10,4%,0%,1.1%,19%,-0.6,60
O=C1CCCS(=O)(=O)c2ccccc21,i,0.4,1.1,-0.3%,i,17,6%,-10%,-1.4%,1%,0.4,46
CC1=CCC(C(=O)O)(C(=O)N/N=C/c2cccnc2)C(c2ccccc2)C1 (stereo not given),i,0.3,1.1,nt,i,42,nt,0%,1.8%,8%,-0.2,57
CCOC(=O)C1CCCN(Cc2nc(Cc3cccc(F)c3)no2)C1 (stereo not given),i,0.5,1.1,0.1%,i,20,6%,-9%,0.1%,7%,0.4,73
CCc1nn(C(CC)C(=O)NCc2cccs2)c(=O)c2cc3occc3n12 (stereo not given),i,0.5,nt,0.2%,i,18,10%,-8%,5.1%,7%,0.8,57
CCN(Cc1nc2ccccc2c(=O)[nH]1)C(=O)c1cccc(OCc2c(C)noc2C)c1,i,0.5,nt,1.3%[50 µM],nt,nt,5%,nt,nt,nt,-0.1,68
CC(C)CCCCCCNC(=S)Nc1ccc(S(=O)(=O)N2CCOCC2)cc1,nt,nt,1.4,0.2%,i,6,5%,7%,15%,1%,17,66
Cc1cc(S(=O)(=O)Nc2c(C(=O)O)[nH]c3ccccc23)ccc1F,i,0.9,1,0.6%,i,17,12%,-13%,4.7%,2%,-2.1,72

# Part of the list above in a different format.
S=c1[nH]nc(CNc2cccc(Cl)c2)o1
  Myeloid diff MLP: i; Myeloid diff MLP GFP+ MAC1+ %: 0.3; TNAP activation fold: 1.3; K1F lysis inhibition: 0.3%; T cell modulator: i; T cell modulator vesicle-bound %: 46; Rac1 GTP hydrolysis: 13%; Salmonella PhoP GFP: 0%; RSV antiviral HEp-2: 2.1%; Large T inhibition: 10%; NTR1 ag: 1.6; NTR1 ag cell count 20 µM: 60

CCOc1cc(CNc2ccc3c(c2)CCC3)ccc1O
  Myeloid diff MLP: i; Myeloid diff MLP GFP+ MAC1+ %: 0.6; TNAP activation fold: 1.1; K1F lysis inhibition: 0.0%; T cell modulator: i; T cell modulator vesicle-bound %: 64; Rac1 GTP hydrolysis: 10%; Salmonella PhoP GFP: 2%; RSV antiviral HEp-2: 0.1%; Large T inhibition: 12%; NTR1 ag: 0.1; NTR1 ag cell count 20 µM: 104

COCCCn1c(C)nnc1SCC(=O)Nc1cccc(C)c1
  Myeloid diff MLP: i; Myeloid diff MLP GFP+ MAC1+ %: 0.5; TNAP activation fold: nt; K1F lysis inhibition: 0.1%; T cell modulator: i; T cell modulator vesicle-bound %: 53; Rac1 GTP hydrolysis: 6%; Salmonella PhoP GFP: -3%; RSV antiviral HEp-2: 2.5%; Large T inhibition: 10%; NTR1 ag: -0.5; NTR1 ag cell count 20 µM: 63

# Next section
SMILES,Myeloid diff MLP,Myeloid diff MLP GFP+ MAC1+ %,TNAP activation fold,K1F lysis inhibition,T cell modulator,T cell modulator vesicle-bound %,Rac1 GTP hydrolysis,Salmonella PhoP GFP,RSV antiviral HEp-2,Large T inhibition,NTR1 ag,NTR1 ag cell count 20 µM
O=C(Nc1cccc(Cl)c1)C1COc2ccccc2O1 (stereo not given),i,0.4,nt,-0.1%,i,59,2%,3%,3.7%,9%,0.0,64
O=C(NCc1ccc(F)cc1)c1cnc2sccn2c1=O,i,1.4,1.1,0.1%,i,54,4%,nt,0.8%,nt,-3.1,58
O=C(N/N=C/c1cccnc1)c1cc(Br)ccc1O,i,1.0,nt,0.2%,i,47,1%,13%,2.1%,5%,0.1,99
O=C(c1cccc(S(=O)(=O)N2CCc3ccccc32)c1)N1CCOCC1,i,0.6,nt,-0.4%,i,44,5%,nt,nt,nt,1.9,70
O=C(CP(=O)(c1ccccc1)c1ccccc1)Nc1nc2ccccc2s1,i,0.5,nt,-0.2%,i,21,9%,-12%,1.0%,7%,-0.7,44
CC1CCC2C(C1)Nc1c(C(=O)O)cccc1C2(C)C (stereo not given),i,0.3,1,-0.9%,i,14,-2%,2%,-0.1%,6%,-0.1,43
O=C(Cc1ccc(-n2c(=O)c3ccccc3n(Cc3ccccc3F)c2=O)cc1)NCC1CCCO1 (stereo not given),i,0.0,1.1,0.1%,i,9,4%,12%,2.6%,10%,0.3,81
Cc1cc(C2C(=O)C(C(=O)c3ccc(Cl)cc3)C(=O)CC2(C)C)on1 (stereo not given),i,0.7,0.9,0.6%,i,36,8%,-13%,2.0%,5%,2.6,35

# Screens deposited in PubChem by several laboratories.
